# From PubChem BioAssay
# IL-2 act – activates IL-2 in a cell-based reporter assay; AID 652025; activation, % (series mostly up to about 46 µM); IL-2 activation reporter assay, cell-based qHTS; stimulated with anti-CD3/CD4/CD28 beads; in transgenic mouse T cells; actives 0.065% (n = 360,000); in the data active means activation above about 50%; inconclusive means mostly about 30% to 49%; further: 0% is about no effect
#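 Readout is EGFP and DsRed signal by fluorescent plate cytometry after 18 h at 37 degrees C. Transgenic mouse T cells (750/well) received compound for 60 min before bead stimulation (anti-CD3, anti-CD4, anti-CD28); memory T cells served as non-tolerant control.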
# EPAC1 ag – activates human EPAC1 exchange factor | actives 0.073% (n = 360,000) | Potency, µM (series often up to 154 µM), inactives show top-dose activation, actives largely listed as activators | O95398 | EPAC1 agonist qHTS, biochemical assay; response scale: 100% = response to 6.5 mM cAMP; further: potency means the concentration at half of the fitted maximal effect; nearly all actives have a fitted effect of over 60% in size
#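 Multi-concentration qHTS readout: loss of Rap1B-bound BODIPY-GDP fluorescence driven by 100 nM EPAC1 with excess GDP (50 uM), monitored kinetically at room temperature; agonist response expressed relative to 6.5 mM cAMP.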
# Abeta yeast res – restores growth of yeast expressing A-beta42 peptide; yeast expressing A-beta42, growth rescue, OD600, 48 h; response scale: 0% DMSO, 100% iron-clioquinol control; Potency, µM (series often up to 46.1 µM), inactives show at the highest dose growth rescue, actives largely listed as activators; actives 0.063% (n = 410,000); AID 1347071; further: potency means the concentration at half of the fitted maximal effect; nearly all actives have a fitted effect of over 55% in size
#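 Growth rescue measured by 600 nm absorbance after 48 h yeast culture at 30 C with compound. Values normalized between DMSO and an equimolar ferric chloride plus clioquinol control.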
# PLK1 PBD block – PLK1 (human) polo-box domain binding inhibition. Potency, µM, without a hit: max response, negative = inhibition, hits mostly inhibitors. Plk1 PBD binding of FITC phosphopeptide, fluorescence polarization. actives 2.8% (n = 360,000). P53350; further: potency means the concentration at half of the fitted maximal effect; series mostly up to about 57 µM; on the % scale 0 is the no-effect control and ±100 the full control effect; nearly all actives have a fitted effect of over 65% in size
# Target sequence (P53350 whole entry, looked up, the tested form may be a part): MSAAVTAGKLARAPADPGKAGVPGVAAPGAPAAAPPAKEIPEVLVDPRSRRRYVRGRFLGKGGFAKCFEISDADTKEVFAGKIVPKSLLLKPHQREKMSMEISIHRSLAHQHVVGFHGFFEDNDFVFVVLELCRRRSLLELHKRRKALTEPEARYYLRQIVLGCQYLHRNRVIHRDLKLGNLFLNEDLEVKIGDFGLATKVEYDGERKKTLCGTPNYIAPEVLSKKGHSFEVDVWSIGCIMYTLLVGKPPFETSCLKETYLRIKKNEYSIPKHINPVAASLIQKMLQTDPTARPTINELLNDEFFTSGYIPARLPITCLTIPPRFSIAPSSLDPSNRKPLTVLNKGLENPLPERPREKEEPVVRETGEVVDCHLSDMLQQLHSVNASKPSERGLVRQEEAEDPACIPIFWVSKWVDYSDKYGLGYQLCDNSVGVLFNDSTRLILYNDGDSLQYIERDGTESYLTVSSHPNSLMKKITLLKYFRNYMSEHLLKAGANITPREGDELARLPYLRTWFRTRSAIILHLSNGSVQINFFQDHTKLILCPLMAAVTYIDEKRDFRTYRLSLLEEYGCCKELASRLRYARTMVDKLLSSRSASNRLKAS
# WRN helicase inh – inhibitors of human WRN helicase | Q14191 | WRN helicase unwinding, fluorescent forked duplex, kinetic | Potency, µM (titrated, usually from 114 µM), for the others: at the highest dose activity change, negative = inhibition, hits mostly inhibitors | actives 0.46% (n = 360,000) | AID 651768; further: potency means the concentration at half of the fitted maximal effect; on the % scale 0 is the no-effect control and ±100 the full control effect; nearly all actives have a fitted effect of over 55% in size
#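 Screening of the MLSMR collection measured strand separation of a quenched forked DNA duplex (100 nM) by 20 nM WRN with 2 mM ATP, all final. Compounds were preincubated with enzyme 15 min at room temperature.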
# PI5P4Ka inh – PI5P4K alpha (human) kinase inhibition | P48426 | PI5P4Kalpha enzyme, ADP-Glo luminescence, 60 min; hits give low values | max response, % | actives 1.2% (n = 330,000) | AID 652105; active means max response of -50% or lower; inconclusive means between -30% and -50%; inactive means -30% or higher; further: value at the top dose of about 77 µM; on the % scale 0 is the no-effect control and ±100 the full control effect
# Target sequence (P48426 whole entry, looked up): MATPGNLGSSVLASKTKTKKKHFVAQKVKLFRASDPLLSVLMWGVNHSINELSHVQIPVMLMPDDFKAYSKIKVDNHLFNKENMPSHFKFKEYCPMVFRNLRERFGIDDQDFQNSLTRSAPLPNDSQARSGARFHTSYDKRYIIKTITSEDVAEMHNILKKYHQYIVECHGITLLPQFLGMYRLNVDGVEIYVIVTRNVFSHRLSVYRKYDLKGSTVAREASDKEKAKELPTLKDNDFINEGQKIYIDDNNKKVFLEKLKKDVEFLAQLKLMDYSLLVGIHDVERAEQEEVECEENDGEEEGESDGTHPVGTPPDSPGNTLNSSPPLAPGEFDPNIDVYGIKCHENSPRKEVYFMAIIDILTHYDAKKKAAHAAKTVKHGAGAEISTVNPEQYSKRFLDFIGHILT
#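 Controls without substrate or without enzyme flank wells where PI5P4Kalpha converts substrate using 5 microM ATP (final). Incubation lasts 60 minutes at room temperature; ADP formed is read by ADP-Glo luminescence.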
# aSyn rescue – rescues yeast growth from alpha-synuclein toxicity; Yeast expressing alpha-synuclein, growth rescue, BacTiter-Glo, 24 h; Potency, µM (doses to about 46.1 µM), without a hit: at the top dose growth rescue (activation), hits mostly activators; actives 0.14% (n = 370,000); AID 652106; further: potency means the concentration at half of the fitted maximal effect; % of control where 0% means no effect; nearly all actives have a fitted effect of over 65% in size
#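 Readout is rescue of growth in alpha-synuclein-expressing yeast, so inhibitors of toxicity appear as activators. Growth after 24 hr at 30 deg C in galactose medium is quantified by luminescence.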
# EPAC1 antagonist – blocks human EPAC1 exchange factor. O95398. AID 720709. EPAC1 GEF assay, Rap1b-BODIPY-GDP exchange fluorescence. actives 0.14% (n = 360,000). Potency, µM (titrated, usually from 115 µM), inactives show at the top dose activity change, negative = inhibition, most hits filed as inhibitors;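 further: potency means the concentration at half of the fitted maximal effect; plate controls were vehicle for no effect and positive control for full effect; nearly all actives have a fitted effect of over 50% in size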
# FUS yeast rescue – suppressors of FUS proteinopathy in yeast | S. cerevisiae FUS-expressing, growth rescue, OD600, 24 h | Potency, µM (series often up to 76.6 µM), for inactives: top-dose growth rescue (activation), most hits filed as activators | actives 0.24% (n = 390,000) | AID 1347120;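 further: potency means the concentration at half of the fitted maximal effect; plate controls were DMSO vehicle for no effect and reference control for full effect; nearly all actives have a fitted effect of over 55% in size; some results filed as inactive show a strong effect at the top dose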
#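 Toxicity suppression screen in FUS-yeast. Cells induced with 2% galactose, starting OD 0.005, treated 24hr at 30C with compounds at multiple final concentrations; growth by OD600.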
# * marks the source's active call; other numbers are inactive results; u = inconclusive; x = no result given; [ ] = another dose, or the depositor's remark. Unless noted, the call rests on the fitted dose curve; in most records, active means well fitted curve in the direction sought with a large enough effect; inconclusive means small, poorly fitted or top-dose-only effect, or another doubt; inactive means no such curve, though single readings can be large; an effect the other way counts as inactive or inconclusive.
SMILES,IL-2 act,EPAC1 ag,Abeta yeast res,PLK1 PBD block,WRN helicase inh,PI5P4Ka inh,aSyn rescue,EPAC1 antagonist,FUS yeast rescue
CCN(CC)S(=O)(=O)c1ccc(NS(=O)(=O)c2ccc3oc(=O)[nH]c3c2)cc1,0.0,-2.0%,-5.3%,6.1%,-0.9%,-5.3,4.2%,-0.1%,17.6%
CCOCCCn1cnc2c(c1=O)c1nc3ccccc3nc1n2-c1ccc(C)cc1,-1.3,1.6%,-0.1%,-0.9%,-11.0%,x,-1.6%,-10.2%,0.5%
COc1ccc(CN2CCCC(CNC(=O)c3ccc(F)cc3)C2)cc1OC (configuration not stated),-0.4,-2.1%,2.3%,-14.9%,-1.6%,-4.1,-0.4%,9.3%,8.6%
Cc1c(NC(=O)OCCNC(=O)COc2c(Cl)cccc2Cl)sc(=S)n1C,0.5,-3.8%,9.1%,-14.7%,-1.5%,6.3,-2.0%,10.4%,13.4%
Cc1ccc(NS(=O)(=O)c2ccc(C)c(NC(=S)NCCN3CCOCC3)c2)c(C)c1,-3.0,-1.1%,23.2%,u,0.1%,3.6,-0.6%,7.3%,x
CCOC(=O)N1CCN(Cc2cn[nH]c2-c2cccc3ccccc23)CC1,0.4,6.4%,7.2%,-9.8%,3.4%,-3.6,-1.1%,7.8%,-19.6%
COc1ccc(C(=O)/C=C/c2ccc(N3CCCCC3)c([N+](=O)[O-])c2)cc1,-2.9,0.7%,3.2%,-2.7%,-3.3%,0.0,3.4%,0.0%,x
COc1ccc(C(=O)Nc2cccc(-c3cnc4ccccc4n3)c2)cc1,-0.9,5.8%,6.0%,4.1%,-6.5%,0.7,u,1.0%,-1.2%
Cn1c(=O)cc(OCC(=O)N2CCN(c3cccc(C(F)(F)F)c3)CC2)c2ccccc21,-3.1,0.4%,-6.5%,-0.6%,-3.8%,x,6.0%,12.2%,4.9%
C/C(=N\NC(=O)c1cc2c(s1)CCC(C)C2)c1ccc[nH]1 (configuration not stated),1.2,-13.2%,-16.5%,-5.2%,-12.5%,5.7,-5.1%,-22.0%,2.2%
CCOC(=O)C1(C)CCCN(C(=O)c2ccccc2)C1 (configuration not stated),0.6,-4.9%,-10.4%,-0.5%,8.5%,0.0,-5.0%,-1.9%,-8.4%
COc1ccc(Cl)cc1C(=O)OCC(=O)NC(=O)c1cccn1C,-0.3,-4.3%,-12.8%,-5.1%,-3.7%,3.0,-7.3%,-3.3%,35.1%
CN(C)CCC(=O)c1cccc(Br)c1,-0.5,-2.1%,-14.3%,9.47µM*,-21.7%,0.5,-11.5%,-3.8%,-24.3%
COc1ccc(Nc2nnc(Cc3ccccc3)c(=O)[nH]2)c(OC)c1,-1.3,-0.7%,-1.5%,-3.4%,6.6%,x,0.4%,3.2%,34.2%
O=C(C1CCCN(Cc2cccnc2)C1)N1CCCCC1 (configuration not stated),0.4,10.0%,19.2%,-2.4%,-14.2%,0.9,-2.2%,-6.3%,-14.0%

# As entered above.
# CCOC(=O)C1(C)CCCN(C(=O)c2ccccc2)C1 (configuration not stated) in EPAC1 antagonist → -1.9%
# CCOCCCn1cnc2c(c1=O)c1nc3ccccc3nc1n2-c1ccc(C)cc1 in FUS yeast rescue → 0.5%
# Cc1ccc(NS(=O)(=O)c2ccc(C)c(NC(=S)NCCN3CCOCC3)c2)c(C)c1 in EPAC1 ag → -1.1%

# Next section.
SMILES,IL-2 act,EPAC1 ag,Abeta yeast res,PLK1 PBD block,WRN helicase inh,PI5P4Ka inh,aSyn rescue,EPAC1 antagonist,FUS yeast rescue
CCC1(CC)NC(=O)N(CC(=O)OCc2nc3cc(C(=O)OC)ccc3c(=O)[nH]2)C1=O,-0.4,-6.3%,9.7%,-3.9%,1.0%,1.9,2.2%,1.1%,x
CN1C(=O)CC(C(=O)Nc2ccc(F)cc2)SC1=Nc1ccc2c(c1)OCO2 (configuration not stated),-0.1,-7.0%,-4.2%,1.4%,-10.4%,x,15.5%,-12.7%,5.5%
C/C(=N\NS(=O)(=O)c1ccc([N+](=O)[O-])cc1)c1ccc(NC(=O)c2ccco2)cc1,3.3,-6.6%,-20.8%,-8.7%,-4.9%,-9.6,4.0%,-13.3%,-3.3%
O=S(=O)(Nc1cc(S(=O)(=O)N2CCOCC2)ccc1N1CCCC1)c1cccs1,0.7,7.9%,-2.6%,-11.9%,-4.2%,-2.2,4.1%,-7.9%,29.0%
Cc1nn(Cc2ccc(C(=O)O)o2)c(C)c1[N+](=O)[O-],-0.1,6.0%,-19.8%,-9.5%,-0.6%,-3.8,4.6%,-15.1%,-4.4%
COCCn1c(=O)[nH]c2cc(C(=O)Nc3nnc(C)s3)ccc21,2.6,4.2%,9.5%,-21.0%,-0.2%,-9.2,1.4%,-1.3%,-6.3%
CC1(C)CN(c2ccc(Br)cc2)C(=O)[C@H]1CC(=O)Nc1ccccc1,-1.3,-3.9%,3.9%,-8.5%,-6.4%,-8.6,11.7%,-21.2%,25.6%
CCN(CC)CCNC(=O)/C(=C/c1cn(C)c2ccccc12)NC(=O)c1ccc(OC)c(OC)c1,0.6,8.5%,16.1%,-5.9%,6.8%,-0.7,1.5%,5.6%,17.9%
CCc1nnc(NC(=O)CSc2nnc(CNC(=O)c3ccc(OC)c(OC)c3)o2)s1,0.7,-3.7%,-21.5%,-7.6%,1.1%,0.6,-9.4%,-2.3%,10.3%
CCOC(=O)Cc1csc(NC(=S)NC(=O)C(C)(C)C)n1,-1.3,-8.4%,-14.6%,5.4%,7.6%,-4.3,-8.3%,-4.4%,7.8%
Cc1ccc(NC2CCCN(C(=O)c3ccnc(Cl)c3)C2)cc1C (configuration not stated),-2.6,-12.2%,-9.7%,1.5%,5.2%,-2.0,1.9%,22.8%,5.1%
O=C(Cc1cccs1)N1CCN(S(=O)(=O)c2ccc(Cl)c(C(F)(F)F)c2)CC1,1.3,-13.4%,u,-15.5%,-12.9%,0.8,-1.4%,u,23.4%
CC1(C)NC(=O)N(CCC(=O)Nc2ccc(C(C)(C)C)cc2)C1=O,-3.5,8.9%,11.3%,1.5%,-7.2%,1.8,2.6%,12.5%,-4.7%
COc1ccccc1C(=O)NCC(=O)OCC(=O)Nc1ccc2[nH]c(=O)[nH]c2c1,0.6,-2.7%,-8.9%,-3.1%,-29.5%,-9.4,7.3%,-2.2%,9.7%
Cc1ccc(C(=O)Nc2cccc(S(=O)(=O)N3CCCC3)c2)o1,1.1,3.7%,-0.2%,-9.6%,0.9%,-11.2,-5.5%,4.9%,-5.4%
Cn1c(CNC(=O)c2ccccc2)nnc1SCC(=O)N1CCN(c2ccccc2)CC1,-0.3,13.1%,6.7%,-6.4%,-5.2%,0.2,0.7%,-19.2%,1.8%
COc1cc(OC)c(CN2CCC(CO)(CCOc3ccccc3)CC2)c(OC)c1,-2.0,-5.8%,-0.8%,-9.2%,-2.4%,7.0,-5.1%,-7.7%,8.7%
Cc1ccc(N2C(=O)C(NC(=O)c3c(F)cccc3F)(C(F)(F)F)C3=C2CC(C)(C)CC3=O)cc1 (configuration not stated),-4.3,-0.6%,-7.2%,-9.4%,-3.2%,2.5,-0.4%,-9.2%,29.5%
CC(=O)C1=C(C)N(Cc2ccccc2)C(=O)N[C@H]1c1ccco1,-0.6,4.9%,-8.2%,-1.8%,-9.5%,-2.2,-0.4%,13.7%,16.8%
CCCn1c(=O)[nH]c(=O)c2c1nc(-c1ccc(OC)c(Br)c1)n2CCOC,-0.7,0.0%,-15.4%,-12.5%,1.4%,2.6,-0.8%,8.8%,2.1%
Cc1ccc(-c2cc(-c3ccccc3)nc(N(C)N)n2)cc1,1.0,13.7%,28.2%,0.0%,-2.4%,24.8,10.0%,-1.4%,21.5%
NC(=O)c1cccnc1Oc1cccc(Cl)c1,1.8,0.8%,-2.2%,26.7µM*,4.6%,-5.0,-0.6%,-5.5%,-9.5%
COc1cccc(OC2(C)CCN(Cc3cccn3-c3nccs3)C2)c1 (configuration not stated),-0.2,-12.3%,-18.2%,-4.8%,-4.8%,0.3,1.1%,11.0%,-1.9%
COc1ccc(CN2C(=O)C(Cc3ccccc3)Nc3ncnc(N4CCN(c5ccccc5)CC4)c32)cc1 (configuration not stated),0.6,7.9%,19.4%,-5.2%,-11.4%,-3.5,7.9%,-1.5%,u
Clc1nc(Cl)nc(-c2cn(-c3ccccc3)c3ccccc23)n1,0.6,-1.4%,-21.1%,-10.8%,-2.3%,-12.0,-1.5%,-10.3%,15.4%
COc1ccc(Br)cc1C(=O)Nc1ccc(NC(=O)c2ccco2)cc1,1.0,-8.9%,3.0%,-1.3%,-2.6%,-6.3,-4.3%,0.8%,-5.8%
CC1(C(=O)NS(=O)(=O)Cc2ccccc2)CCN1C(=O)C1(c2ccc(Cl)cc2)CC1 (configuration not stated),0.5,-12.2%,-31.8%,-14.1%,7.0%[57.1 µM],-0.1,3.4%,-25.8%,10.1%
CN(C1CCS(=O)(=O)C1)S(=O)(=O)c1ccc(N2CCCC2=O)cc1 (configuration not stated),1.8,-5.8%,12.2%,1.7%,-6.4%,x,-13.4%,8.6%,8.5%
Cc1onc(-c2ccccc2Cl)c1C(=O)NCc1nc(-c2ccccc2)no1,0.2,21.6%,22.4%,-1.5%,-9.1%,3.6,-1.0%,-13.0%,-14.8%
O=Cc1cn(-c2ccccc2)nc1-c1cc2c(ccc3ccccc32)oc1=O,-0.6,0.9%,0.0%,1.3%,0.5%,-23.6,1.6%,8.6%,25.3%
O=C1c2ccccc2C(=O)N1c1cccc(-c2nc3ccccc3o2)c1,1.0,1.6%,-1.1%,-5.1%,-3.3%,1.6,-8.1%,6.9%,-11.8%
CCOc1cc(N2CCOCC2)c(OCC)cc1NS(=O)(=O)c1cc(NC(C)=O)ccc1OC,-4.4,-1.0%,0.9%,-16.9%,-4.3%[11.6 µM],-9.1,-0.1%,-29.4%,31.1%

# The order is random; 4.1% or so of the library scored in one or more.
